# Source: PubChem BioAssay
# FBW7 act: FBW7 E3 ligase activators, primary screen, biochemical, AlphaScreen, human. F-box/WD repeat-containing protein 7 (Homo sapiens), Q969H0. AlphaScreen FBW7–phospho-cyclin E peptide binding, activator screen. normalized activity (activation), % at 26.1 µM. 0.13% of 650,000 active; in the data active means normalized activity above about 1.9%;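 further: purified mutant Fbw7 with reduced substrate affinity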
# Target sequence (Q969H0 whole entry, looked up): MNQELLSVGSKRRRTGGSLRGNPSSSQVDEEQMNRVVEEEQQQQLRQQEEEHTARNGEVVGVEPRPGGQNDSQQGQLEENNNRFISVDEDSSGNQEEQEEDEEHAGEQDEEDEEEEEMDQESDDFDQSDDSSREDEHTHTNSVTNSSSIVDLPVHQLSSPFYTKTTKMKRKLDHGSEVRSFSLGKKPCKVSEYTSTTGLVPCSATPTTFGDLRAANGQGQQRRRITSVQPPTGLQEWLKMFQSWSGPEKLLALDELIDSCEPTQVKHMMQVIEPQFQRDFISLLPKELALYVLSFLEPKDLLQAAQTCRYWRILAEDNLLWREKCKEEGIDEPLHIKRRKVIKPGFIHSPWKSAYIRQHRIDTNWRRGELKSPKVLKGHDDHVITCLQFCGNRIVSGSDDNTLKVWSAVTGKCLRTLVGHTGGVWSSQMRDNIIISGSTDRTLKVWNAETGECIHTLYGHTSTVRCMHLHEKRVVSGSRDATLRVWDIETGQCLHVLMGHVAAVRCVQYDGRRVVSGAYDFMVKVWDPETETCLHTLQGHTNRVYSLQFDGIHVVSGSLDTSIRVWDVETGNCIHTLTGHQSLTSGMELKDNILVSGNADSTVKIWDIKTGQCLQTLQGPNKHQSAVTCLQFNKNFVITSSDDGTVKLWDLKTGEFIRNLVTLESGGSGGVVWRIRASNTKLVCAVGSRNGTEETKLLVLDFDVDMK
# TEAD-YAP inh: TEAD-YAP interaction inhibition, primary screen, TEAD-YAP interaction inhibitor project, luminescence, HEK-TIYL cells; 1.4% of 640,000 active; TEAD-Gal4/YAP UAS-luciferase luminescence; inhibition, % at 9.12 µM; in the data active means inhibition above about 32%;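 further: 0% = median of test compound wells and 100% = reference inhibitor wells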
# MITF primary: MITF inhibitors, primary screen, biochemical, AlphaScreen, human | Microphthalmia-associated transcription factor (Homo sapiens), O75030 | inhibition, % at 2.6 µM | 0.91% of 650,000 active | AlphaScreen MITF homodimerization, bead proximity signal; in the data active means inhibition above about 50%;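 further: 0% = vehicle wells with protein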
# GPR151 ag: activators of human GPR151, primary screen, cell-based, PathHunter beta-arrestin, luminescence; 1% of 650,000 active; G-protein coupled receptor 151 (Homo sapiens), Q8TDV0; PathHunter beta-arrestin GPR151 cells; activation, % at 11.2 µM; in the data active means activation above about 4.9%;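 further: 0% = median of compound wells and 100% = cells with positive control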
# Target sequence (Q8TDV0 whole entry, looked up): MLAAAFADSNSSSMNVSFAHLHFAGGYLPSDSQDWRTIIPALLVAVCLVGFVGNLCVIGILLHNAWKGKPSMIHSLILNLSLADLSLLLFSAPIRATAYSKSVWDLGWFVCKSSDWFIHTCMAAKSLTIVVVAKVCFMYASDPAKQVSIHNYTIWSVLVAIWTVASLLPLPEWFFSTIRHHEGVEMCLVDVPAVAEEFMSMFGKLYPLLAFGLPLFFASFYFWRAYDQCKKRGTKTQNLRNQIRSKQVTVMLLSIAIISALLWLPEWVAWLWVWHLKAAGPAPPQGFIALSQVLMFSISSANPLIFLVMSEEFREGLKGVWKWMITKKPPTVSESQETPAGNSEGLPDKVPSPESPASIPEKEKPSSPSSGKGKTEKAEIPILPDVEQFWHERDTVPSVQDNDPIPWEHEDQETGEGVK
# Numbers without * were called inactive; x = not tested or not shown. Outcome played no part in choosing rows; 3.5% or so of the library scored in one or more.
SMILES,FBW7 act,TEAD-YAP inh,MITF primary,GPR151 ag
N#C/C(C(=O)N1CCCC1)=c1/s/c(=C\c2cccs2)c(=O)n1-c1ccccc1,0.1,5.0,4.3,0.4
CCc1ccc(OCC(=O)Nc2nc3ccccc3s2)cc1,0.1,-43.5,16.4,0.9
O=c1nc(/C=C/c2cccc3ccccc23)cc(C(F)(F)F)[nH]1,0.1,-6.4,-16.5,1.5
COc1ccccc1NC(=O)C1=C(C)NC(SCC(=O)Nc2ccc(Br)cc2)=C(C#N)C1c1ccoc1 (stereo not given),0.0,-1.6,9.0,-0.2
Cc1ccc(S(=O)(=O)c2nc(C)oc2NCc2ccco2)cc1,0.1,7.9,7.2,0.2
COC(=O)c1cc(S(=O)(=O)Nc2ccc(OC)c(OC)c2)c[nH]1,0.0,-8.8,-0.7,-0.8
COc1ccc(NC(=O)c2noc3c2CCc2ccccc2-3)cc1OC,-0.1,8.2,0.5,0.8
COc1ccc(CNC(=O)c2cc3nc(-c4cccs4)cc(C(F)(F)F)n3n2)cc1,0.1,3.2,-12.9,1.2
O=C(N/N=C/c1cccnc1)c1ccccn1,-0.1,-37.5,7.4,-3.6
COc1ccc(OC)c(-n2c(=S)sc3c(=O)n(C4CCCCC4)c(SCc4cccc([N+](=O)[O-])c4)nc32)c1,-0.2,-1.0,32.6,2.3
COCCNC(=O)CCCCCn1c(=S)[nH]c2ccccc2c1=O,0.1,-2.6,17.9,0.7
Cc1ccc2sc(-c3ccc(NS(C)(=O)=O)cc3)nc2c1,1.5,-20.1,13.0,-1.2
CSc1cccc(NC(=O)c2cccc([N+](=O)[O-])c2)c1,-0.1,-12.4,6.9,-0.1
O=C1c2ccccc2C(=O)N1CC(=O)n1cnnc1SCc1cccc2ccccc12,0.0,2.3,-0.1,-0.2
COC(=O)c1cc(S(=O)(=O)N2CCN(c3cc(C)ccc3C)CC2)cn1C,0.0,-3.9,-1.9,0.4
COC(=O)C1=C(C(=O)OC)[C@@H]2N(Cc3ccccc3)c3ccccc3[C@@]23C[C@@H](CO)N(C(=O)NC2CCCC2)C3=N1,0.0,x,8.6,1.1
FC(F)(F)c1ccc(Nc2nc(NCc3cccnc3)c3ncn(-c4ccccc4)c3n2)cc1,0.1,11.3,15.9,-1.2
c1ccc(-n2nnnc2Oc2cccc3cccnc23)cc1,0.0,5.4,14.7,1.5
Cc1cc(Cl)c(C(=O)Nc2ccc(F)cc2)c(Cl)n1,0.0,-3.2,-0.1,-0.1
CCOC(=O)C1=CN(c2ccc(OCC)cc2)C=C(C(=O)OCC)C1c1ccc(OC)c(OC)c1,0.1,-4.5,-8.5,0.8
CCOc1ccccc1C1N=C(c2ccc(OC)cc2)CC(c2ccccc2O)N1 (stereo not given),0.2,-52.4,8.9,-1.0
CC(C)CNC(=O)c1cc(-c2ccccc2)nc2ccccc12,0.5,7.0,4.4,0.9
O=C(Nc1nnc(-c2ccco2)o1)c1cccc2ccccc12,-0.1,-0.6,11.6,2.1
CC1=NN(c2nc(-c3ccccc3)cc(-c3ccc(F)cc3)n2)C(=O)C1,0.1,2.3,2.8,-0.3
O=C(c1ccccc1F)N1CC[C@H]2[C@H](CCCN2Cc2ccc(OCCO)cc2)C1,-0.1,-2.1,11.8,1.0

# Exported with bars between the fields: 4 of the compounds above.
mol | FBW7 act | TEAD-YAP inh | MITF primary | GPR151 ag
COc1ccc(NC(=O)c2noc3c2CCc2ccccc2-3)cc1OC | -0.1 | 8.2 | 0.5 | 0.8
COc1ccc(CNC(=O)c2cc3nc(-c4cccs4)cc(C(F)(F)F)n3n2)cc1 | 0.1 | 3.2 | -12.9 | 1.2
O=C(N/N=C/c1cccnc1)c1ccccn1 | -0.1 | -37.5 | 7.4 | -3.6
COc1ccc(OC)c(-n2c(=S)sc3c(=O)n(C4CCCCC4)c(SCc4cccc([N+](=O)[O-])c4)nc32)c1 | -0.2 | -1.0 | 32.6 | 2.3

# Further compounds follow.
SMILES,FBW7 act,TEAD-YAP inh,MITF primary,GPR151 ag
CC(=O)N1CCc2c([nH]c3ccccc23)C1C (stereo not given),0.3,1.1,7.9,-0.1
O/N=C1/Cc2cccc3cccc1c23,0.0,-17.7,2.4,-1.2
COc1cc(C2NC(C(=O)O)CS2)ccc1OCc1c(F)cccc1Cl (stereo not given),0.0,12.0,17.2,1.1
NS(=O)(=O)c1ccc(CCNC(=O)CSCc2ccc(F)cc2)cc1,0.0,10.8,7.0,2.0
CCOc1ccccc1CN1CCN(Cc2cc(=O)c3ccccc3[nH]2)CC1CCO (stereo not given),-0.1,47.9*,-8.3,-0.6
Cc1ccc(NC(=O)c2ccc(F)cc2)c(C)c1,-0.1,-59.6,-3.4,1.1
CC(=O)NC(C)C(=O)OCC(=O)Nc1ccc(Br)cc1 (stereo not given),-0.1,6.6,-22.8,0.4
Cc1cccc(NC(=O)CC2SC(=NC3CCCCC3)NC2=O)c1 (stereo not given),0.0,11.4,-7.2,-1.0
COc1ccc(S(=O)(=O)N(CC(=O)Nc2cccc(C(C)=O)c2)Cc2ccccc2)cc1,0.0,0.0,-7.1,1.8
COc1ccc(/C(O)=C/c2nc3cc(Cl)ccc3oc2=O)c(OC)c1,0.1,-2.5,5.5,0.3
O=c1c(CN2CCN(Cc3ccccc3)CC2)cc2cccc3c2n1CCC3,-0.1,9.2,2.0,-1.9
CCC(C)(C)NC(=O)CN(CC1CCCO1)C(=O)CCC(=O)Nc1nccs1 (stereo not given),0.1,-1.6,7.0,0.4
COc1ccc(C(=O)Nc2ccccc2C(=O)NCCCC(=O)O)cc1,2.0*,-8.6,13.4,0.5
CC(C)N1C[C@@H](NCc2ccc(F)c(F)c2)C[C@H]1C(=O)NCCc1ccc2c(c1)OCO2,0.5,3.6,-3.7,-0.7
CC(Cc1c[nH]c2ccccc12)C(=O)O (stereo not given),-0.7,9.9,-11.0,3.2
COc1ccc(Br)c(C(=O)OCC(=O)c2c[nH]c3ccccc23)c1,-0.1,3.2,12.8,0.6
CCCCNC(=O)N1CCCC(N(C)CCc2ccc(OC)c(OC)c2)C1 (stereo not given),-0.1,-12.0,-1.4,-1.4
COC(=O)[C@H](Cc1ccccc1)NC(=O)OC1C(=O)c2cc(Br)ccc2O[C@H]1c1ccc2c(c1)OCO2 (stereo not given in full),0.1,x,-4.6,-0.1
CCc1cc2c(=O)c(-c3nc4ccccc4s3)c(C)oc2cc1O,0.0,-9.6,7.7,1.1
CCCC(=O)Nc1ccccc1NC(=O)CCCN1C(=O)c2ccccc2C1=O,0.1,4.3,9.3,-1.3
Cc1cc(C)cc(N(CC(=O)NC2CCCC2)C(=O)CCC(=O)Nc2ccccn2)c1,0.0,-23.3,0.0,1.4
CC(C)(C)c1nc2ccccc2c2nn(CC(=O)N3CCCCCC3)c(=O)n12,0.0,-7.7,0.9,1.7
Cc1ccc(-c2noc(C3CCCCC3)n2)cc1,-0.1,-8.4,2.4,0.2
COc1ccc(OCC(=O)N/N=C/c2ccccc2)c(Br)c1,-0.1,-1.2,15.5,3.0
COc1ccc(-c2ccc(N3CCC(C(=O)N4CCc5ccccc5C4)CC3)nn2)cc1,-0.4,-0.9,-9.5,0.3

# New compounds follow:
SMILES,FBW7 act,TEAD-YAP inh,MITF primary,GPR151 ag
OCCNc1nc(NC2CCN(Cc3ccccc3)CC2)nc2nc[nH]c12,0.1,10.6,15.2,0.1
O=C(Cn1c(=O)n(CCc2ccccc2)c(=O)c2cccnc21)Nc1ccccc1F,0.1,-0.9,-6.3,0.2
COCC(=O)Nc1c(C)nc2cnc(-c3cccc(Cl)c3Cl)cn12,0.6,-1.3,28.0,0.9
COc1ccc(-n2nnc3c(=O)n(CC(=O)NCc4ccccc4Cl)cnc32)cc1,0.4,18.7,11.8,-0.8
O=C(ON1C(=O)CCC1=O)c1ccccc1,0.0,2.7,2.3,0.7
CCOc1ccc(NC(=O)CC(C(=O)O)N2CCN(C)CC2)cc1 (stereo not given),-0.2,-0.3,-14.2,-0.2
CC(C)N(C(=O)Cn1nc(-c2cccnc2)oc1=O)C(C)C,0.5,0.0,10.8,-0.8
COc1cccc(C(=O)N2CCCC(N3CCN(c4ccccc4OC)CC3)C2)c1 (stereo not given),0.0,12.7,0.7,0.5
CCCCn1c(CN2CCN(Cc3ccccc3)CC2)nc2c1c(=O)n(C)c(=O)n2C,0.0,10.8,5.7,0.3
O=C(COCC(=O)N1CCC(c2nc(-c3cccnc3)no2)CC1)NCCc1ccccc1,0.1,6.9,1.2,0.6
Cc1cc(NC(=O)CCC(=O)N(CCC(C)C)CC(=O)NC2CCCC2)no1,0.1,-1.3,7.9,0.0
COc1ccc(C(=O)Oc2ccc3sc(=O)oc3c2)cc1OC,-0.3,16.5,-17.6,-3.9
CC(CN1CCN(Cc2ccccc2)CC1)OC(=O)c1cccs1 (stereo not given),-0.1,0.5,-3.0,1.0
CCC(C)NS(=O)(=O)c1ccc(F)c(C(=O)Nc2ccc(C(C)C)cc2)c1 (stereo not given),0.0,-6.0,-0.8,-0.4
COc1ccc(/C=C/C(=O)N2CCc3c(cnc(C)c3CNC(=O)CN3CCCC3)C2)cc1,0.2,9.9,16.6,-0.2
CCCCCCCC/C=C\CCCCCC(=O)OC,x,x,0.5,1.4
Cc1nc2sc(C(c3ccc(Cl)cc3)N3CCN(c4ccc(F)cc4)CC3)c(O)n2n1 (stereo not given),-0.1,6.2,-15.6,0.5
COc1cc(C2CC(=O)C3=C(C2)Nc2ccccc2N(C(=O)c2ccccc2)C3c2ccc(C)cc2)cc(OC)c1OC (stereo not given),-0.1,9.8,-7.9,0.5
O=C1/C(=C/c2ccc([N+](=O)[O-])cc2)C=C(c2ccccc2)N1c1ccc(-c2ccccc2)cc1,-0.1,5.9,-2.9,-0.1
CC(=O)Nc1nc2ccccc2n1Cc1ccc(Cl)cc1,-0.1,4.7,-9.1,-0.7
C=CCN1C(=O)/C(=C\c2cccs2)S/C1=N/c1nnc(C)s1,0.0,-0.3,1.7,0.0
CCOc1ccccc1NC(=O)c1nn(-c2ccccc2OC)c(=O)c2ccccc12,-0.2,-5.1,-6.8,0.8
CN(Cc1ccc(C(C)(C)C)cc1)Cc1nc2ccccc2c(=O)n1CC(N)=O,-0.2,-3.0,-10.1,-0.9
CCO/C(C)=C1\C(=O)N(CC)c2ccccc21,0.0,-2.3,12.6,2.8
CC(NCC1(N2CCOCC2)CCCCC1)C(=O)N1CCc2ccccc21 (stereo not given),0.0,-3.2,53.0*,-2.0

# Quoted at random: 4 records from the list
SMILES,FBW7 act,TEAD-YAP inh,MITF primary,GPR151 ag
CC(=O)NC(C)C(=O)OCC(=O)Nc1ccc(Br)cc1 (stereo not given),-0.1,6.6,-22.8,0.4
Cc1ccc(NC(=O)c2ccc(F)cc2)c(C)c1,-0.1,-59.6,-3.4,1.1
CCc1ccc(OCC(=O)Nc2nc3ccccc3s2)cc1,0.1,-43.5,16.4,0.9
O=C1c2ccccc2C(=O)N1CC(=O)n1cnnc1SCc1cccc2ccccc12,0.0,2.3,-0.1,-0.2

# Other structures.
SMILES,FBW7 act,TEAD-YAP inh,MITF primary,GPR151 ag
COc1ccc(-c2nnc3ccc(SCC(=O)N4CCCCCC4)nn23)cc1OC,0.0,-8.0,5.3,0.0
N#Cc1ccccc1NC(=O)CSc1n[nH]c(-c2ccncc2)n1,0.1,1.0,5.5,-0.1
CN(C)CCN1C(=O)C(O)=C(C(=O)c2cc3ccccc3o2)C1c1cccc(F)c1 (stereo not given),0.0,-3.7,36.2,3.1
O=C(/C=C/c1ccc([N+](=O)[O-])cc1)Nc1ccc(F)c(F)c1,0.0,-0.7,-16.5,-1.5
O=C(CCCN1C(=O)c2ccccc2C1=O)OCc1nc2ccc(Cl)cc2n1CCO,0.0,5.7,-10.6,-0.5
CCC(C)OC(=O)C1=C(C)NC2=C(C(=O)CC(c3ccccc3)C2)C1c1ccc(O)c(OC)c1 (stereo not given),0.0,11.4,-15.9,0.5
Cc1ccc(CNS(=O)(=O)c2cccc(S(=O)(=O)N3CCCC3)c2)cc1,0.1,13.8,10.1,3.5
O=C(O)c1cccc(-c2ccc(/C=C/[N+](=O)[O-])o2)c1,-0.7,3.7,-2.9,0.3
O=C(O)CNC(=O)c1cccs1,0.0,5.0,15.4,0.7
Cc1ccc(NC(=O)O/N=C/c2ccccc2)cc1,-0.1,-58.9,-5.0,-0.1
Cc1ccc(N2CC(c3nc(-c4ccccc4C)no3)CC2=O)cc1 (stereo not given),0.1,4.0,0.9,0.7
c1coc(CN2CCN(C3CCCCC3)CC2)c1,0.1,-1.9,64.0*,0.0
COc1ccc(N(Cc2ccccc2C)C2=NC3CS(=O)(=O)CC3S2)cc1 (stereo not given),0.0,-1.4,0.3,-0.2
COc1cccc(OCCN2CCN(C(=O)c3cc4cccc(OC)c4oc3=O)CC2)c1,0.8,11.0,16.2,-1.0
Cc1ccc(S(=O)(=O)N2CCC(CO)(Cc3cccc(C(F)(F)F)c3)CC2)s1,0.1,-5.6,7.8,-0.2
CCc1ccc(C(C)NC(=O)c2cncc(Br)c2)cc1 (stereo not given),0.0,13.6,-0.7,0.0
N/C(=N\N=C/c1ccc(O)cc1O)c1ccccn1,-0.8,84.3*,20.1,-5.5
COc1cccc(Nc2ccccc2C)c1,0.0,-4.9,-13.4,-0.6
CC1CC(C)CN(S(=O)(=O)c2ccc(C(=O)Nc3ccc(F)cc3)cc2)C1 (stereo not given),0.0,1.5,-1.4,1.9
O=C(CN1CCN(Cc2ccccc2F)C1=O)NCc1ccccc1,-0.1,-9.9,-8.1,-0.3
N#CCN(CC#N)C(=O)c1ccccc1[N+](=O)[O-],-0.1,2.3,7.0,0.2
CC(C)(C)NC(=O)CSc1nnc(-c2ccccn2)n1-c1ccc(Cl)cc1,0.1,5.4,19.7,0.2
